# From PubChem BioAssay
# Apoferritin bind: qHTS Assay for Identification of Novel General Anesthetics; Ferritin light chain (Equus caballus), P02791; apoferritin/1-aminoanthracene competitive binding, fluorescence; Potency, µM (titrated, usually from 77.5 µM), for inactives: at the top dose activity change, negative = displacement, hits mostly inhibitors; actives 0.074% (n = 350,000); further: potency means the concentration at half of the fitted maximal effect; on the % scale 0 is the no-effect control and ±100 the full control effect; nearly all actives have a fitted effect of over 20% in size
# Target sequence (P02791 2-175 limits assumed): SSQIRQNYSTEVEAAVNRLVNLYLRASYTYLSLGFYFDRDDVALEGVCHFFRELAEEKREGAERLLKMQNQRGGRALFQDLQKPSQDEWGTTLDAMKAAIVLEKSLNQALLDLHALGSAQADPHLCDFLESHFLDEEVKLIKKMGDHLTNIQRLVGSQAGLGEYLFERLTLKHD
#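 Probe: 1-aminoanthracene (50% saturated, PBS). Protein: horse-spleen apoferritin, 10 uM. Incubation: 10 min, room temperature. Detection: 380 nm excitation, 535 nm emission. Analysis: normalized response, four-parameter Hill.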
# D1 antagonist: Antagonist of Human D 1 Dopamine Receptor: qHTS | D(1A) dopamine receptor (Homo sapiens), P21728 | HEK293 TREx D1 cells, calcium flux, dopamine EC80; hits give low values | activity change, negative = inhibition, % at 10 µM | actives 3.2% (n = 360,000) | AID 504652, 2011; in the data active means activity change below about -30%; further: on the % scale 0 is the no-effect control and ±100 the full control effect
# Target sequence (P21728 whole entry, looked up): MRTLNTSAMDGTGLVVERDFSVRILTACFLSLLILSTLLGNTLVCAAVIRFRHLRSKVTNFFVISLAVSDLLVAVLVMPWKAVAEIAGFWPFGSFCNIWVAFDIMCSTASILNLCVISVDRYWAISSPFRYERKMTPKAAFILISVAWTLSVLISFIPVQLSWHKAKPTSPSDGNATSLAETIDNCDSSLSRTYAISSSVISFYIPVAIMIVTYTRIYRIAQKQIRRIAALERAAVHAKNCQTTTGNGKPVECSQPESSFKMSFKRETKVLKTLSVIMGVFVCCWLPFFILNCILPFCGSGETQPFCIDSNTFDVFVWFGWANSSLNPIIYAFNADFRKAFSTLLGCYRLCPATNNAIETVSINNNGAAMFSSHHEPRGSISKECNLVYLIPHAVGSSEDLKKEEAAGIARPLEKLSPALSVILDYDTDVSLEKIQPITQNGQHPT
#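 Using tetracycline-induced force-coupled D1 Hek293 cells and a calcium dye, signals were followed for 180 s after compound, then for 180 s after EC80 dopamine, to detect inhibitors.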
# RXFP1 ag: qHTS Assay for Agonists of the Relaxin Receptor RXFP1; Relaxin receptor 1 (Homo sapiens), Q9HBX9; AID 2676, 2010; Potency, µM (doses to about 57.5 µM), inactives show at the top dose activation, actives largely listed as activators; actives 0.3% (n = 370,000); HEK293T-RXFP1 cAMP TR-FRET, 30 min; response scale: percent of porcine relaxin response, buffer zero; further: potency means the concentration at half of the fitted maximal effect; on the % scale 0 is the no-effect control and ±100 the full control effect; nearly all actives have a fitted effect of over 60% in size; many of its hits are not listed in these tables
#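 Agonist response is measured as cAMP accumulation in an RXFP1-transfected HEK293T line under PDE4 inhibition. Values are scaled between buffer-only and 29 nM porcine relaxin, and EC50s come from standard Hill equation fits.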
# TRHR agonist: qHTS for Small Molecule Agonists and Allosteric Enhancers of Human TRH Receptor: Primary Screen for Agonists. TRHR cells, calcium flux fluo-8, FDSS agonist mode. AID 493084, 2011. actives 0.18% (n = 360,000). activation, % at 2 µM; in the data active means activation above about 30%; further: 0% is about no effect
#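 Read-out: compound-evoked intracellular calcium rise in TRHR cells, fluo-8 dye, kinetic FDSS fluorescence at 1 s/cycle following a 10-cycle baseline. Cells cultured overnight before dye loading (30 min–1.5 h, RT).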
# D1 ag: Allosteric Agonists of the Human D1 Dopamine Receptor: qHTS; actives 1% (n = 360,000); activation, % at 2 µM; HEK293 T-REx D1 cells, calcium flux, agonist mode; D(1A) dopamine receptor (Homo sapiens), P21728; in the data active means activation above about 30%; further: 0% is about no effect
#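 Tetracycline-induced HEK293 TREx D1 cells, force-coupled to calcium signalling, were dye-loaded with a no-wash calcium kit. Compound was pin-added after a 10 s baseline. Fluorescence was read kinetically at 1 cycle/s for 180 s, with calcium rises flagged as agonism.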
# RXFP1 antag: qHTS Assay for Antagonists of the Relaxin Receptor RXFP1. Relaxin receptor 1 (Homo sapiens), Q9HBX9. HEK293-RXFP1, relaxin-stimulated cAMP HTRF, 30 min; hits give low values. activity change, negative = inhibition, % at 57.5 µM. actives 0.59% (n = 350,000);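 active means activity change of -60% or lower, but not beyond a set lower limit; inconclusive means change between -60% and -40%, or beyond the set limit; inactive means change above -40%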; further: on the % scale 0 is the no-effect control and ±100 the full control effect
# D2 PAM: HTS Assay for Positive Allosteric Modulators of the Human D2 Dopamine Receptor: Primary Screen for Potentiators | D(2) dopamine receptor (Homo sapiens), P14416 | HEK293 T-REx D2, calcium flux, EC20 dopamine potentiation | potentiation, % at 10 µM | actives 0.34% (n = 340,000) | AID 485347, 2010;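 active means potentiation over 3 SD above the plate norm, cut at about 30% in these data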; further: 0% is about no effect
# Target sequence (P14416 whole entry, looked up): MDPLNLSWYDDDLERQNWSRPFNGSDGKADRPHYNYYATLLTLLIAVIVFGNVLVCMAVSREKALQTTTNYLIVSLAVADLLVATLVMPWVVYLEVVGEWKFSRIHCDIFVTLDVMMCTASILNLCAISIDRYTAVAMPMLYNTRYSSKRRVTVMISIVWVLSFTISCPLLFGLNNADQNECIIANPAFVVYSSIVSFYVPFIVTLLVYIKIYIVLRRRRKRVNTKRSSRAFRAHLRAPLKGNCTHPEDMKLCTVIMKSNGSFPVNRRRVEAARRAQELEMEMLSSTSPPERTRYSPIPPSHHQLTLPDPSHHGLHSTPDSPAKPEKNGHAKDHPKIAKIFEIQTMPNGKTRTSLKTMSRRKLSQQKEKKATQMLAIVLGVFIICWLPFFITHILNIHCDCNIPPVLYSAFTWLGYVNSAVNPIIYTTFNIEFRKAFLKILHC
#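 Using a no-wash calcium dye in inducible, force-coupled HEK293 Trex cells expressing D2, we tracked fluorescence each second for 180 s after compound, then for 180 s after EC20 dopamine to detect augmented signalling.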
# D1 potentiator: Potentiators of Human D1 Dopamine Receptor: qHTS; AID 504651, 2011; HEK293 TREx D1 cells, calcium flux, dopamine EC20 potentiation; potentiation, % at 10 µM; D(1A) dopamine receptor (Homo sapiens), P21728; actives 0.036% (n = 360,000); in the data active means potentiation above about 30%; further: 0% is about no effect
# TRHR enhancer: qHTS for Small Molecule Agonists and Allosteric Enhancers of Human TRH Receptor: Primary Screen for Enhancers. Thyrotropin-releasing hormone receptor (Homo sapiens), P34981. TRHR cells, fluo-8 calcium fluorescence, EC20 TRH enhancement. enhancement, % at 2 µM. actives 0.66% (n = 360,000); in the data active means enhancement above about 30%; further: 0% is about no effect
#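 Enhancer read-out: after compound pinning and an initial kinetic agonist-mode read, an EC20 of TRH (10 nM final) was injected and fluo-8 calcium signal (Ex 480/Em 530) followed at 1 s/cycle for 100 cycles in TRHR-expressing cells.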
# * marks the source's active call; other numbers are inactive results; u = inconclusive; x = no result given; & = joins results of further samples; ! = repeats disagree. Unless noted, the call rests on the fitted dose curve; in most records, active means well fitted curve in the direction sought with a large enough effect; inconclusive means small, poorly fitted or top-dose-only effect, or another doubt; inactive means no such curve, though single readings can be large; an effect the other way counts as inactive or inconclusive.
SMILES,Apoferritin bind,D1 antagonist,RXFP1 ag,TRHR agonist,D1 ag,RXFP1 antag,D2 PAM,D1 potentiator,TRHR enhancer
CCc1ccc(-n2c(=O)c3c(C)c(C)sc3n(CC(=O)NCC3CCCO3)c2=O)cc1 (centres undefined),-3%,-1,3.8%,-0.3,2,0,-4,-3,-1
Cc1ccccc1OC(=O)c1snnc1C,-22%,0,2.8%,-0.3,-2,-12,2,0,13
Cc1noc(C)c1CSc1nc2[nH]ncc2c(=O)n1-c1ccccc1,-4%,-13,7.3%,-1.1,-1,14,32*,0,6
CC1CCCCC1NC(=S)Nc1ccc(SC(F)F)cc1 (centres undefined),-22%,-25,-2.8%,2.0,19,-31,-3,0,-3
COc1ccc(-c2c3c(=O)n(C)c(=O)n(C)c3cn2Cc2ccccn2)cc1,-12%,8,2.9%,0.0,4,-19,3,-2,1
CN(C)c1cccc2c(S(=O)(=O)NCc3ccc(S(N)(=O)=O)cc3)cccc12,0%,-11,16%,0.1,3,10,1,0,-3
CN(C)S(=O)(=O)c1ccc(C(=O)OCC(=O)NC(=O)NCc2ccccc2)cc1,-12%,3,-0.2%,1.3,7,-19,3,0,3
Cc1ccc(-c2cc(C(=O)NCc3ccccn3)c3ccccc3n2)cc1C,-23%,7,3.0%,-1.0,3,6,-1,-6,-2
COC(=O)c1nc(NC(=O)C(C)(C)C)n[nH]1,22%,-42*,0.5%,1.5,3,4,x,-4,1
CCN(CC)C(=O)CCSc1nnc(-c2ccco2)o1,-8%,-15,0.1%,0.1,4,-9,-4,-4,7
O=C(NCCc1ccccc1Cl)C1CCN(c2nc3ccccc3nc2C(F)(F)F)CC1,2%,-1,u,0.2,6,x,12,-1,2
Cc1ccc(/C=N/N2CCN(C3c4ccccc4-c4ccccc43)CC2)o1,-22%,6,-5.1%,0.5,2,-21,17,11,-5
CCCCCCn1c(Br)nc2c1c(=O)n(C)c(=O)n2C,-16%,-7,17%,-2.7,4,1,24,-4,-4
Cc1noc(C)c1-c1nc(CS(=O)(=O)c2ccc(Cl)cc2)no1,-12%,10,-1.3%,-0.3,0,4,-1,0,0
O=C(O)C1CCN(c2nc(-c3ccccc3)nc3c2oc2ccccc23)CC1,-9%,-9,2.1%,-1.1,3,13,5,-1,20
COc1ccc(-c2nc(-c3cccnc3)no2)cc1OC,-11%,7,5.6%,0.8,3,2,12,4,4
CC(=O)c1cccc(NC(=O)N2CCCC2C(=O)NCc2ccc3c(c2)OCO3)c1 (centres undefined),-10%,11,2.0%,1.5,11,8,12,-5,1
Cc1cc(=O)oc2cc(OCC(=O)OCC(=O)Nc3ccccc3C(C)C)ccc12,-11%,-4,0.1%,-0.9,2,x,-8,-4,23
Cc1ccc(CNC(=O)CN(C)C2=NS(=O)(=O)c3ccccc32)cc1,x,-2,0.7%,0.3,4,7,4,-7,7
Cc1ccc(C)c(C(=O)COC(=O)Cn2[nH]c(=O)c3ccccc3c2=O)c1,x,8,1.0%,0.7,1,-3,-8,-3,-2
O=C(COc1ccc(/C=N/NC(=O)c2cc3ccccc3o2)cc1Cl)Nc1ccccc1,1%,-1,5.0%,-0.2,2,-6,7,-4,13
O=C(CNC(=O)c1ccccc1)NCC(O)c1ccc([N+](=O)[O-])cc1 (centres undefined),2%,4,0.3%,0.8,3,-9,2,-1,-2
COc1cccc(Cn2c(NCC(C)C)nc3c2c(=O)n(C)c(=O)n3C)c1,-10%,0,1.7%,-0.3,0,9,-5,-13,-2
CCOC(=O)N1CCN(C(=O)C2CCN(S(C)(=O)=O)CC2)CC1,9%,6,0.6%,1.3,4,10,-1,0,-2
COC(=O)CCC(=O)NC(=S)Nc1ccc(S(=O)(=O)Nc2cc(OC)nc(OC)n2)cc1,2%,4,1.6%,-0.2,6,-7,10,1,9
O=C(COc1ccc(S(=O)(=O)N2CCOCC2)cc1Cl)NCCN1CCOCC1,-5%,7,0.9%,0.2,0,-8,-8,4,-7
COc1ccc(C)cc1NC(=O)CN1C(=O)COc2ccc(S(=O)(=O)N3CCOCC3)cc21,-8%&-13%,-1&0,1.7%&1.6%,-0.2&-0.4,3&-1,2&11,-7&-1,22&4,-4&2
COc1ccc(-c2nnc(SCC(=O)NC(C)C)n2CC2CCCO2)cc1OC (centres undefined),-4%,2,3.0%,-0.4,0,12,3,4,8
Cc1cccc(NC(=O)c2ccc(COc3ccccc3)o2)n1,-17%,-1,0.0%,-1.2,3,-4,-5,-9,15
CC(=O)Nc1ccc(NS(=O)(=O)c2c(C(=O)N3CCCCCC3)c(C)n(C)c2C)cc1,-2%,-3,0.9%,0.8,3,-9,-3,-2,4
Cc1cc(NC(=O)c2cccc(S(=O)(=O)N3CCOCC3)c2)no1,-8%,-3,0.3%,-0.2,-1,5,-8,-7,-2
CCOc1ccc(CCNC(=O)c2oc(=O)c3ccccc3c2-c2ccc(C)cc2)cc1OCC,u,1,3.0%,-0.4,0,x,11,6,-4
Cc1ccc(S(=O)(=O)NCCc2cn3ccsc3n2)cc1,4%,-73*,2.4%,0.2,0,11,-4,1,2
COc1ccc(/C=C/C(=O)OCC(=O)N2CCCCCC2)c(OC)c1,x,-7,2.1%,-1.0,-1,2,-13,0,-7
COc1ccc(NC(=O)c2cc(-c3ccc(OC)c(OC)c3)nc3ccccc23)c(OC)c1,-8%,0,-0.4%,-0.1,0,-7,4,-3,1
Cc1ccc(OCC(=O)Nc2ccccc2C(=O)OCc2cc(=O)n3nc(C4CC4)sc3n2)cc1,5%,-3,2.0%,0.0,-1,-8,10,0,-1
Cc1ccc(N=C2NC(=O)/C(=C\c3ccsc3)S2)c(C)c1,-18%,16,-0.6%,-0.4,1,x,-17,-1,4
CCC1CCCCN1CCCNC(=O)CCNC(=O)Cn1cnc2ccccc2c1=O (centres undefined),-10%,-7,2.0%,-1.4,0,-4,17,-8,2
CC(C)=CCN1CCN(Cc2c(C)nn(C)c2Cl)CC1CCO (centres undefined),-15%,-30,3.1%,-0.4,3,-3,-2,-2,2
Cc1cccc(-c2ccc3ncnc(NCc4cccs4)c3c2)c1,x,-46*!,-0.2%&2.2%,0.3&0.1,8&1,x,-17,-10&-1,4&5

# Part of the list above in order of length of the SMILES, lowest first.
SMILES,Apoferritin bind,D1 antagonist,RXFP1 ag,TRHR agonist,D1 ag,RXFP1 antag,D2 PAM,D1 potentiator,TRHR enhancer
Cc1ccc(S(=O)(=O)NCCc2cn3ccsc3n2)cc1,4%,-73*,2.4%,0.2,0,11,-4,1,2
Cc1cccc(NC(=O)c2ccc(COc3ccccc3)o2)n1,-17%,-1,0.0%,-1.2,3,-4,-5,-9,15
Cc1cccc(-c2ccc3ncnc(NCc4cccs4)c3c2)c1,x,-46*!,-0.2%&2.2%,0.3&0.1,8&1,x,-17,-10&-1,4&5
COc1ccc(/C=C/C(=O)OCC(=O)N2CCCCCC2)c(OC)c1,x,-7,2.1%,-1.0,-1,2,-13,0,-7
Cc1cc(NC(=O)c2cccc(S(=O)(=O)N3CCOCC3)c2)no1,-8%,-3,0.3%,-0.2,-1,5,-8,-7,-2
CCC1CCCCN1CCCNC(=O)CCNC(=O)Cn1cnc2ccccc2c1=O (centres undefined),-10%,-7,2.0%,-1.4,0,-4,17,-8,2
COc1ccc(-c2nnc(SCC(=O)NC(C)C)n2CC2CCCO2)cc1OC (centres undefined),-4%,2,3.0%,-0.4,0,12,3,4,8
CCOc1ccc(CCNC(=O)c2oc(=O)c3ccccc3c2-c2ccc(C)cc2)cc1OCC,u,1,3.0%,-0.4,0,x,11,6,-4
COc1ccc(NC(=O)c2cc(-c3ccc(OC)c(OC)c3)nc3ccccc23)c(OC)c1,-8%,0,-0.4%,-0.1,0,-7,4,-3,1
COc1ccc(C)cc1NC(=O)CN1C(=O)COc2ccc(S(=O)(=O)N3CCOCC3)cc21,-8%&-13%,-1&0,1.7%&1.6%,-0.2&-0.4,3&-1,2&11,-7&-1,22&4,-4&2
Cc1ccc(OCC(=O)Nc2ccccc2C(=O)OCc2cc(=O)n3nc(C4CC4)sc3n2)cc1,5%,-3,2.0%,0.0,-1,-8,10,0,-1

# (list continues)
SMILES,Apoferritin bind,D1 antagonist,RXFP1 ag,TRHR agonist,D1 ag,RXFP1 antag,D2 PAM,D1 potentiator,TRHR enhancer
CCN(CC)CCn1c2c(c(SCC(=O)Nc3nc4ccccc4s3)nc1=O)CCC2,x,-5,0.9%,1.4,1,-13,-11,0,-5
Fc1ccc(-c2csc(Nc3ccccn3)n2)cc1,-16%,-16,5.6%,-3.7,3,u,3,1,5
N=c1sccn1CC(=O)NC(c1ccccc1)c1ccccc1,-4%,-5,1.3%,-0.9,3,-5,x,0,-5
COc1c(S(=O)(=O)NCCCn2ccnc2)ccc(Cl)c1Cl,-10%,-10,2.1%,-0.1,4,-3,-4,-6,2
CC(C)CC(=O)Nc1ccccc1Oc1ccccc1,u,-3,3.6%,-0.3,4,4,-3,0,-3
Cc1ccc(CNC(=O)c2cccc(N3CCCS3(=O)=O)c2)cc1,-16%,10,-0.4%,0.0,1,-12,0,-2,-3
CCN(CC)S(=O)(=O)c1ccc(N2CCCC2)c(NS(=O)(=O)c2cccs2)c1,-3%,-40*,5.3%,-0.2,2,-2,-4,-4,-8
N#CC1(NC(=O)CN2C(=O)NC(c3ccccc3)(c3ccccc3)C2=O)CCCC1,x,1,-0.3%,-0.2,2,-3,-1,-12,-4
CCSc1nnc(NC(=O)C2C3CCC(C3)C2C(=O)O)s1 (centres undefined),-5%,-3,0.0%,0.3,1,-1,6,8,9
COc1nc(N)nc(CC(=O)C2CC2)n1,-7%,-3,1.7%,0.3,3,-3,-1,-5,62*
COc1ccc(C(=O)NC2CC2)cc1OC1CCN(Cc2ccc(NC(C)=O)cc2)CC1,-7%,-6,0.5%,0.2,1,-9,x,-5,18

# Only part of the results is shown; count on the stated rates, not on these rows.
